# Screens: PubChem, several laboratories
# GPR7 antagonist – human neuropeptides B/W receptor 1 antagonism; AID 1861; GPR7-expressing cells, fluorescence antagonist assay; inhibition, % at 4.4 µM; 290,000 compounds, 1.1% hits; in the data active means inhibition above about 16%, passing the limit was not always enough;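 further: cells stimulated with the agonist NPW; 0% = agonist with vehicle and 100% = vehicle without agonist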
# MEKK3 PB1 HTS – MEKK3-MEK5 PB1 interaction, increase or decrease. binding response (% of control), % at 10 µM. bead-based flow cytometry, Alexa488-MEK5 binding to MEKK3; actives lie on both sides; 0 = blocked by unlabeled MEK5, 100 = vehicle. 290,000 compounds, 1.4% hits. AID 1529. Q99759;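 active means binding response more than 3 SD above or below the average of its plate-row segment, actives on both sides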;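 further: Alexa488 bead fluorescence after subtracting the streptavidin-only scavenger bead signal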
# Target sequence (Q99759 whole entry, looked up): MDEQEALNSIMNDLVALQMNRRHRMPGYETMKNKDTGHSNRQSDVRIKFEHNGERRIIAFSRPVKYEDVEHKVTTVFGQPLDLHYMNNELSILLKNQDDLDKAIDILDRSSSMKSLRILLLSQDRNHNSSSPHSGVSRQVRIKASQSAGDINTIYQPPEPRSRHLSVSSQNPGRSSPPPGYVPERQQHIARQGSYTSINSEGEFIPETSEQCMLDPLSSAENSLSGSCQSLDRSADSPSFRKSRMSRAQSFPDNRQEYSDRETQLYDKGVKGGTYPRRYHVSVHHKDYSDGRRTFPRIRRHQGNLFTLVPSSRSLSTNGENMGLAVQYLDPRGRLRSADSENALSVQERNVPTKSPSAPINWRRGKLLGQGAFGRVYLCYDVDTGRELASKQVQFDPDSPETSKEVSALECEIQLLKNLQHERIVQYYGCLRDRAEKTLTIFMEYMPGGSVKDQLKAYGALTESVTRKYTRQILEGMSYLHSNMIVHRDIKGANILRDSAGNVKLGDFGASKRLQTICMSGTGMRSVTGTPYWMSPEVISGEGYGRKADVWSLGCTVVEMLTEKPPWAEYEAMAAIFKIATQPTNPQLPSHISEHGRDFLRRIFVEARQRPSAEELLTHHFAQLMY
# FID counter – fluorescent intercalator displacement, NS3 helicase counter-screen; inhibition, % at 7.9 µM; DNA fluorescent intercalator displacement, fluorescence; AID 1845; 290,000 compounds, 0.17% hits; in the data active means inhibition above about 37%;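 further: 0% = vehicle and 100% = reference compound; higher means more ethidium bromide displaced from hairpin DNA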
# NALP1 inh – blocks the NALP1 inflammasome reconstituted in yeast; 280,000 compounds, 0.61% hits; S. cerevisiae NALP1/ASC/caspase-1 growth, X-gal OD620, 72 h; inhibition, % at 10 µM; AID 2071; in the data active means inhibition mostly above about 24%, no sharp cut-off; inactive means mostly below about 32%; further: some compounds called inactive have numbers as strong as hits
# PHOSPHO1 block – inhibitors of human PHOSPHO1 phosphatase. Q8TCT1. recombinant PHOSPHO1, absorbance phosphatase assay. inhibition, % at 13.3 µM. 290,000 compounds, 1.1% hits. AID 1565; in the data active means inhibition above about 60%
# PfM18AAP inh – blocks P. falciparum M18 aspartyl aminopeptidase; AID 1822; inhibition, % at 7.35 µM; recombinant PfM18AAP, H-Glu-NHMec fluorogenic cleavage; 290,000 compounds, 1.2% hits;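 active means inhibition above the campaign mean inhibition over all tested compounds plus 3 SD, cut at about 28% in these data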;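 further: 0% = plate median of test compound wells and 100% = 2 mM ZnCl2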
# OXTR agonist – activates the human oxytocin receptor. 320,000 compounds, 0.32% hits. P30559. CHO-OTR cells, Fluo-8 calcium fluorescence; normalized: DMSO 0%, oxytocin 100%. AID 2435. activation, % at 3 µM;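 active means activation above the mean of all tested compounds plus 3 SD, cutoff set per screening run, cut at about 20% in these data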;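 further: peak over basal fluorescence ratio from a 100 s FLIPR kinetic read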
# Target sequence (P30559 whole entry, looked up): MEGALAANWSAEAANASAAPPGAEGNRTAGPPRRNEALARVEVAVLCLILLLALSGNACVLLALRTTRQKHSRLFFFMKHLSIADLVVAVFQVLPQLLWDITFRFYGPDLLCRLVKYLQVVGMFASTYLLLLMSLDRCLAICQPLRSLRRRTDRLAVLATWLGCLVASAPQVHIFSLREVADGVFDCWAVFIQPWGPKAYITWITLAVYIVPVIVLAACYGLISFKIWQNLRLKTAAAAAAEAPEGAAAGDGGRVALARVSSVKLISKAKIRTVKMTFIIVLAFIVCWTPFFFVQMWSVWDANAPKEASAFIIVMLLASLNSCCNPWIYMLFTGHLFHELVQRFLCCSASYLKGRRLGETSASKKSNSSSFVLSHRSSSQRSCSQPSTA
# MEKK2 WT-MEK5 – raises or lowers MEK5 binding to wildtype human MEKK2 PB1 domain; 290,000 compounds, 1.1% hits; Q9Y2U5; bead flow cytometry, Alexa488-MEK5 binding to MEKK2 WT; actives lie on both sides; binding response (% of control), % at 10 µM; in the data active means binding response below about 67% or above about 130%
# MEKK2 mut-MEK5 – signal of MEK5 binding to mutant human MEKK2 PB1 domain; 290,000 compounds, 0.35% hits; percent response, % at 10 µM; bead flow cytometry, Alexa488-MEK5 binding to MEKK2 mutant; in the data active means percent response above about 24%, passing the limit was not always enough; further: inactives centre near 1; some results filed as inactive read as strong as hits; reference of the scale not given here
# * hit, by the source's call; / = not tested or not shown.
SMILES,GPR7 antagonist,MEKK3 PB1 HTS,FID counter,NALP1 inh,PHOSPHO1 block,PfM18AAP inh,OXTR agonist,MEKK2 WT-MEK5,MEKK2 mut-MEK5
O=C(O)C1OC(Oc2cc3oc(-c4ccccc4)cc(=O)c3c(O)c2O)C(O)C(O)C1O (configuration not stated),-1,89,-1,-3,11,44*,0.5,78,-12
Cc1ccc(NS(=O)(=O)N2CCOCC2)cc1Cl,2,100,-7,-2,34,-1,0.8,103,6
O=C(O)c1ccc(NS(=O)(=O)c2ccc(Cl)cc2)cc1,-2,108,3,-1,-17,5,0.7,103,2
CCOc1ccc(NC(=O)COC(=O)c2ncc(Cl)c(Cl)c2Cl)cc1,3,104,2,28,-15,2,-0.8,104,-1
OCCC1CN(Cc2cc(F)ccc2F)CCN1CCCc1ccccc1 (configuration not stated),-3,97,9,16,39,-1,-0.9,110,3
CCOc1ccc(Nc2c3c(nc4ncnn24)CC(C)CC3)cc1 (configuration not stated),13,104,-8,13,23,0,-1.7,104,3
CCCn1c(CN(Cc2ccccc2)Cc2ccccc2)nc2c1c(=O)n(C)c(=O)n2C,-5,101,-20,16,-9,3,-0.5,101,5
O=C(Nc1ccnn1C1CCN(C/C=C/c2ccccc2)CC1)c1cccc(F)c1,-2,107,3,8,14,-5,2.9,140*,16
CCOC(=O)C(=Nc1ccc(Cl)cc1)NO,-3,90,-3,15,0,14,0.1,91,-5
CN(C)c1ccc(CN(C(=O)C2COc3ccccc3O2)C2CCS(=O)(=O)C2)cc1 (configuration not stated),-5,98,-29,3,12,4,0.9,91,1

# Next part, starting with the last 2 of the part before.
SMILES,GPR7 antagonist,MEKK3 PB1 HTS,FID counter,NALP1 inh,PHOSPHO1 block,PfM18AAP inh,OXTR agonist,MEKK2 WT-MEK5,MEKK2 mut-MEK5
CCOC(=O)C(=Nc1ccc(Cl)cc1)NO,-3,90,-3,15,0,14,0.1,91,-5
CN(C)c1ccc(CN(C(=O)C2COc3ccccc3O2)C2CCS(=O)(=O)C2)cc1 (configuration not stated),-5,98,-29,3,12,4,0.9,91,1
O=C(COc1ccccc1)Nc1ccc(OC(F)(F)C(F)F)c(NC(=O)COc2ccccc2)c1,-7,104,-7,0,16,-2,3.1,102,-1
CCCCSc1nc(CCC)cc(=O)[nH]1,-1,99,-11,43,16,-15,-1.4,104,0
O=C(CC(=O)NCc1ccc(Cl)cc1)NCc1ccccc1,2,106,-9,2,19,1,-2.0,107,12
Cc1ccccc1OCC(=O)Nc1ccc(Cc2ccncc2)cc1,12,102,-18,22,-7,-1,4.4,101,-1
Cc1cc(C)n(CC(=O)c2ccc(Br)cc2)c(=O)c1C#N,-18,105,-3,14,-7,-1,-1.4,106,11
CC1=C(C#N)C(c2cn(-c3ccccc3)nc2-c2cccs2)C(C#N)=C(C)N1,-6,104,-3,1,-7,-2,-0.7,103,2
Cc1cc(NCCCN2CCOCC2)n2ncc(-c3ccccc3)c2n1,4,79,25,14,-6,4,4.0,90,-17
C=CCSc1nncn1/N=C/c1ccc(OC)cc1,13,103,-11,11,23,-7,0.6,100,2
CCn1cc(C2C(C(=O)Nc3cc(C)ccn3)=C(C)NC3=C2C(=O)CC(C)(C)C3)c(C)n1 (configuration not stated),-4,89,-11,21,16,-3,1.1,94,-4
Cc1ccc2oc(Nc3nc(-c4ccccc4)cc(=O)[nH]3)nc2c1,-12,104,-4,-6,38,3,/,97,-4
CS(=O)(=O)N1CCc2cc(C(=O)N3CCCCC3)ccc21,-10,99,-3,5,1,6,1.7,101,-3
Cc1cc(C)cc(Oc2nc3c(C)cccn3c(=O)c2/C=C(\C#N)C(=O)NC2CCS(=O)(=O)C2)c1 (configuration not stated),-12,96,0,30,-3,-5,0.0,97,-3
CCc1ccccc1NC(=O)C1CCCN1C(=O)NCc1ccccc1 (configuration not stated),-7,103,-8,12,23,-9,1.2,101,-2
COc1ccc(CCN(C)C(=O)CSc2nccn2C)cc1OC,-5,101,-5,-6,43,7,-0.2,102,1
CCC(OC(=O)C(C)N1C(=O)C(=O)c2ccccc21)C(=O)Nc1ccccc1OC (configuration not stated),14,100,-14,17,27,7,/,99,3
CC(=O)N1CCc2cc(S(=O)(=O)CCC(=O)O)ccc21,-9,/,2,-1,-2,9,1.1,/,/
CSCCC1NC(=S)N(Cc2ccccc2)C1=O (configuration not stated),-8,109,-3,6,42,17,-0.7,114,11
COc1ccc(-c2c(-c3ccsc3)oc3ccc(N4CCOCC4)cc23)cn1,/,107,/,/,/,/,-2.1,96,0
COc1ccc(-c2nn(-c3ccccc3)cc2/C=C(\C#N)C(N)=O)cc1[N+](=O)[O-],-5,105,5,5,29,-13,0.1,105,8
CC(C)(C)NC(=O)NC(=O)COC(=O)Cc1c(F)cccc1Cl,-6,105,-22,9,13,6,0.0,101,-4
COc1ccc(Nc2nc(CN3CCOCC3)nc3sc4c(c23)CCC(C)C4)cc1OC (configuration not stated),0,101,1,23,16,0,-0.7,100,0
Cc1ccc(S(=O)(=O)c2nc(S(C)(=O)=O)sc2N2CCCCC2C)cc1 (configuration not stated),4,100,-33,-21,5,-5,-1.4,98,0
CC(=O)NCCC(=O)NCc1ccc(F)cc1,-1,96,1,0,-5,3,-0.1,96,3
Cc1ccc(N(C(C)C(=O)N2CCCC2)S(C)(=O)=O)cc1 (configuration not stated),2,103,-5,21,45,-19,-0.9,99,-4
O=C1CC(N2CCN(c3ccc(F)cc3)CC2)C(=O)N1Cc1ccc(N2CCCC2=O)cc1 (configuration not stated),-16,102,-11,11,16,-23,/,105,2
Cc1nc2nc(Cc3ccccc3)[nH]n2c(=O)c1Cl,-9,104,1,24,-7,-5,-1.6,100,14
CN(C(=O)CCCN1CCCC1=O)C1CCCN(Cc2ccccc2F)C1 (configuration not stated),-9,95,-8,14,/,-6,/,94,-2
CCC(NC(=O)CCc1c(C)c2cc3c(-c4ccccc4)coc3cc2oc1=O)C(=O)O (configuration not stated),12,98,-12,0,46,-8,0.3,98,-3
COc1ccc(C(=O)CSc2nnc(Cn3nnc4ccccc43)n2C)cc1,-8,100,-8,1,30,3,1.2,100,-1
Cc1nn(C)cc1CN1CCCC(C(=O)c2ccc(-c3ccccc3)c(F)c2)C1 (configuration not stated),9,110,9,16,2,0,4.7,147*,34
CCC(=O)Nc1c2c(nc3c1CCC3)CCCC2,-16,97,-5,6,28,0,-0.5,96,-4
Cn1nc(-c2ccc(Cl)cc2)cc1NC(=O)CCCC(=O)O,-11,109,-4,-3,24,-2,0.2,103,2
O=C1/C(=N/n2cnnc2)c2ccccc2N1Cc1ccccc1,14,101,4,-4,-23,22,-0.6,100,5
O=C(O)c1cc(-c2ccc(Cl)cc2)n(-c2ccc(Cl)cc2)n1,-7,95,-49,0,40,5,-0.1,95,-2
CCN(CC)S(=O)(=O)c1cc(C(=O)NC2CCCCC2)ccc1C,1,93,-25,-4,-11,3,-2.8,97,-5
Clc1ccc(-n2ncc3c(NCc4cccnc4)ncnc32)cc1Cl,8,102,-1,-9,7,-2,0.9,101,6
COc1ccc(-c2nc(CN3CCCCC3CCc3ccccn3)c(C)o2)cc1 (configuration not stated),7,97,9,-2,28,4,-0.4,92,-9
Cc1ccc(NS(=O)(=O)c2cc(C(=O)N3CCc4ccccc4C3)ccc2Cl)cc1,7,75,-24,31,24,1,-1.4,71,-17
Cc1ccc(Nc2nc(-c3ccccc3)c(CC(=O)O)s2)cc1,-9,110,-4,5,11,11,1.7,105,-1
O=C(CCCN1C(=O)c2ccccc2C1=O)NCC1CCCO1 (configuration not stated),-11,97,-8,8,4,7,1.2,95,-7
CCOC(=O)N1CCN(C(=O)CSCC(=O)N=c2sc3ccccc3n2C)CC1,-9,107,-32,15,-22,-10,-1.6,105,17
Cc1ccc2c(C)c(C(=O)Nc3nnc(C)s3)oc2c1,-4,101,2,5,0,4,-1.8,97,9
CNC(=O)Cn1c(C)cc(=O)c2cccc(OC)c21,-14,97,-1,3,23,-3,0.6,98,-11
Cc1cc(NC(=O)CCC(=O)N(CC(=O)NCC2CCCO2)c2ccc3c(c2)OCCO3)no1 (configuration not stated),-17,93,-11,2,-6,3,0.6,98,5
O=[N+]([O-])c1ccccc1OCCOc1ccccc1[N+](=O)[O-],-12,99,1,-6,24,8,-1.6,96,-8
Cc1cc(Cl)ccc1OCCCC(=O)NCCCn1ccnc1,-17,100,14,7,21,5,-0.3,99,1
COc1ccc(N2CC(C(=O)N[C@@H](C)C(=O)N3CCCCC3)CC2=O)cc1 (some centres not stated),6,101,-6,-2,18,-2,0.0,101,1
CCNC(=S)N/N=C/c1cccc(OCc2c(F)cccc2Cl)c1,-15,89,-17,-3,-48,1,-1.6,88,-11
O=C(O)CCCC(=O)Nc1cccc(C(F)(F)F)c1,-1,99,0,11,11,7,0.2,96,-4
COc1cccc(-c2cc(C(=O)Nc3cc(OC)c(OC)c(OC)c3)no2)c1,-9,96,-33,-6,31,1,-0.5,101,-2

# Later entries
SMILES,GPR7 antagonist,MEKK3 PB1 HTS,FID counter,NALP1 inh,PHOSPHO1 block,PfM18AAP inh,OXTR agonist,MEKK2 WT-MEK5,MEKK2 mut-MEK5
Cc1nc(C)c(C(=O)Nc2nc3c(C)cccc3s2)o1,-19,103,-14,10,33,10,1.0,100,3
O=C(CSc1cccc[n+]1[O-])N1CCc2ccccc21,-2,103,-3,-3,33,6,0.4,106,3
O=C(O)c1ccc(NCc2ccc3c(c2)OCO3)cc1,9,99,-3,-3,-4,0,5.0,99,1
c1ccc2c(NC3=NCCCCS3)cccc2c1,-15,103,-4,11,22,2,-0.8,103,6
CCOc1cc(-n2cnnn2)c(OCC)cc1NC(=O)c1cnccn1,/,96,/,7,-56,/,0.0,91,-5
CCOc1cc(C2NC(=O)NC(C)=C2C(=O)OC(C)CC)cc(Br)c1O (configuration not stated),-10,98,-23,-48,-10,10,-1.3,89,-5
COc1ccccc1NC(=S)NCCc1ccccc1,4,103,-7,13,23,-3,-0.6,103,1
Cc1noc(C)c1C(=O)NC1CCCc2ccccc21 (configuration not stated),-12,98,-2,6,-3,-2,-0.9,97,0
CCOc1ccc2ncc(S(=O)(=O)c3ccccc3)c(N3CCC4(CC3)OCCO4)c2c1,-5,103,-25,15,-6,-1,-2.4,97,-1
CCOC(=O)c1c(NC(=O)C2=C(C)NC(=S)NC2c2ccc(F)cc2)sc(C)c1C (configuration not stated),-13,97,-19,14,-7,3,-1.8,90,-3
COc1ccc(C2=NN(CC(=O)Nc3cc(C)ccc3C)C(=O)CC2)cc1,8,95,-19,/,27,-1,-0.5,97,-2
C[C@@H]1CC=C[C@H]2[C@H]1C(=O)N(Cc1ccccc1)[C@H]2c1ccc(Br)cc1F,/,106,/,-6,31,/,-1.6,97,2
Cc1c(C(=O)O)oc2c(F)cccc12,-3,99,-3,10,20,1,-0.1,93,-7
O=C(CCCn1ncn2c(cc3occc32)c1=O)NCc1ccccc1F,-8,101,-15,4,32,-4,-1.0,98,2
CN1CCN(c2ccc(NC(=O)c3ccc(-c4ccc(Br)cc4)o3)cc2)CC1,15,99,43*,28,1,1,4.8,168*,35
c1cncc(-c2nc3cc4ccccc4cc3[nH]2)c1,-6,99,-2,15,36,4,0.4,98,4

# Compounds shown so far with an NH in an aromatic ring (4):
SMILES,GPR7 antagonist,MEKK3 PB1 HTS,FID counter,NALP1 inh,PHOSPHO1 block,PfM18AAP inh,OXTR agonist,MEKK2 WT-MEK5,MEKK2 mut-MEK5
CCCCSc1nc(CCC)cc(=O)[nH]1,-1,99,-11,43,16,-15,-1.4,104,0
Cc1ccc2oc(Nc3nc(-c4ccccc4)cc(=O)[nH]3)nc2c1,-12,104,-4,-6,38,3,/,97,-4
Cc1nc2nc(Cc3ccccc3)[nH]n2c(=O)c1Cl,-9,104,1,24,-7,-5,-1.6,100,14
c1cncc(-c2nc3cc4ccccc4cc3[nH]2)c1,-6,99,-2,15,36,4,0.4,98,4
